# Assay outcomes: PubChem, several laboratories
# iPSC survival up = enhancers of single-cell hiPSC survival, primary screen, ATPlite luminescence. 100% = ROCK inhibitor wells, 0% = DMSO. survival enhancement, % at 20 µM. 360,000 tested, 0.044% active. AID 602274, 2012; in the data active means survival enhancement above about 18%;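 further: cells exposed to compounds for 16 hours before the ATP read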
# CaV13 ICDI inh = Disruptors of the CACNA1D IQ motif to Ca2+-dependent inactivation inhibitor domain association, primary screening, Förster resonance energy transfer in intact living …. inhibition, % at 12.3 µM. 340,000 tested, 0.098% active. HEK cells, CFP/YFP FRET ICDI-IQ, plate reader, 10 min; percent FRET-ratio fall versus neutral wells;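 active means mean replicate inhibition of at least 30% and at least 1% of replicates passing that level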;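 further: 0% = median of the neutral control wells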
# Cardio protect = cardioprotection against H2O2-induced cell death, primary screen, uHTS, H9c2 cells, ATPLite luminescence; H9c2 cardiomyocytes, H2O2 injury protection, 2 h; AID 588492, 2011; protection from H2O2 cell death, % at 20 µM; 360,000 tested, 0.63% active;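 active means compounds giving at least 50% protection of heart cells from peroxide-induced death in the single-dose screen, raw or plate-pattern-corrected value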;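 further: 0% = DMSO wells with peroxide and 100% = DMSO wells without peroxide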
# HTR2A ag = mouse Htr2a agonists via beta-arrestin recruitment, primary screen, cell-based, luminescence. 5-hydroxytryptamine receptor 2A (Mus musculus), P35363. CHO-K1 mHTR2A beta-arrestin complementation; percent of 30 µM serotonin response. activation, % at 7.6 µM. 360,000 tested, 0.66% active. AID 624169, 2012;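 active means activation above a run cutoff, the mean activation of all tested compounds plus 3 SD, cut at about 14% in these data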;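 further: 0% = plate median of compound wells and 100% = 30 µM serotonin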
# Peg3 promoter = Peg3 promoter-driven luciferase inhibitors, primary screen, cell-based, HeLa, luciferase luminescence. HeLa PEG-Prom luciferase reporter, overnight. inhibition, % at 20 µM. 360,000 tested, 1.7% active. AID 588405, 2011;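 active means inhibition of at least 50% at 20 µM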
# PDI inh = inhibitors of human PDI, primary screen, biochemical, turbidity, single point, plate reader; AID 588391, 2011; Protein disulfide-isomerase (Homo sapiens), P07237; inhibition, % at 10 µM; PDI insulin aggregation turbidity, A650, 90 min; 350,000 tested, 0.052% active;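 active means mean inhibition across replicates of 30% or more, whatever share of single replicates reach that level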;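 further: absorbance from insulin aggregation driven by PDI reduction with DTT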
# Target sequence (P07237 whole entry, looked up): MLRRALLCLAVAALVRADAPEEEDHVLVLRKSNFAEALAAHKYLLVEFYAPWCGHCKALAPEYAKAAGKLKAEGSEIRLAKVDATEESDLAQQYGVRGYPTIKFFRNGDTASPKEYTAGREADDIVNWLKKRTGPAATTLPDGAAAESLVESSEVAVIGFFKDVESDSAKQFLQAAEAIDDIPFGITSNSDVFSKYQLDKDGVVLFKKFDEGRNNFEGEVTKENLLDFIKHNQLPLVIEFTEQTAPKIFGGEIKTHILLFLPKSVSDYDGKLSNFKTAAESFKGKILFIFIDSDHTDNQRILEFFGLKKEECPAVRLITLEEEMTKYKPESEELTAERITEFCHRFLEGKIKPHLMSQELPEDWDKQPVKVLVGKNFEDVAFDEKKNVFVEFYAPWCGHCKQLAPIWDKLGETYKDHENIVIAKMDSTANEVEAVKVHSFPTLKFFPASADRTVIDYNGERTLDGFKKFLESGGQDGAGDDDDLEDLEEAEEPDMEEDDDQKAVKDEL
# NR2E3 ag-1 = NR2E3 agonists in two-hybrid cells, primary screen, cell-based, luminescence, CHO-S, Gal4-NCOR/VP16-NR2E3; Photoreceptor-specific nuclear receptor (Homo sapiens), Q9Y5X4; luciferase; inhibition of corepressor binding, % at 3.98 µM; 360,000 tested, 0.35% active; AID 602229, 2012;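 active means inhibition above the mean of all tested compounds plus 3 SD, cut at about 70% in these data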;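 further: 0% = DMSO with NR2E3 transfected cells and 100% = cells lacking NR2E3 construct; higher means lower luciferase signal from less NR2E3 corepressor binding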
# Target sequence (Q9Y5X4 whole entry, looked up, the tested form may be a part): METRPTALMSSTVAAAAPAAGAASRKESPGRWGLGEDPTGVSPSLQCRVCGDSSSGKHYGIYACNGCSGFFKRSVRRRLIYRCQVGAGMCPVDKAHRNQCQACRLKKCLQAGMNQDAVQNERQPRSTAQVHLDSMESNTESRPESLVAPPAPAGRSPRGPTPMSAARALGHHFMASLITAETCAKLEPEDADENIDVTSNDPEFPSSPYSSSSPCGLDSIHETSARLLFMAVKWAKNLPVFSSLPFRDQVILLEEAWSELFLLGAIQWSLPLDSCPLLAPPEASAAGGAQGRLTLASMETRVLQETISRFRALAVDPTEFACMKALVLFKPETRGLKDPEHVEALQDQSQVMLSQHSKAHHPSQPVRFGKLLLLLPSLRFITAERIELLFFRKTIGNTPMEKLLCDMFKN
# NR2E3 ag-2 = inhibitors of NR2E3-RetCOR corepressor binding, primary screen, NR2E3 agonist project, biochemical, TR-FRET, GST-NR2E3, biotin-RetCOR | inhibition of corepressor binding, % at 4.78 µM | AID 2300, 2010 | 1536-well | Photoreceptor-specific nuclear receptor (Homo sapiens), Q9Y5X4 | 320,000 tested, 0.12% active;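 active means percent inhibition above the cutoff of mean plus 3 SD of all tested compounds, set per screening campaign, cut at about 20% in these data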;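 further: 0% = DMSO wells and 100% = biotin wells as full block of FRET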
#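 Material: NR2E3–RetCOR corepressor complex | Quantity: 1.35 nM GST-tagged NR2E3 final | Schedule: 5 h at 4 °C | Replication: Singlicate compound wells | Reagent: RetCOR corepressor, biotinylated, 7 nM | Controls: Biotin wells as high control, 0.6% DMSO wells as low control | Signal: TR-FRET, Eu(K)-anti-GST donor, streptavidin-D2 acceptor, ex 340, em 617/671 nm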
# HIF-2a inh = HIF-2a reporter inhibitors, primary screen, luminescence, 786-0 RCC cells; 786-0 RCC cells HIF-2a reporter, luciferase luminescence, overnight; inhibition, % at 18.8 µM; 360,000 tested, 0.72% active;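 active means inhibition of the luminescence signal of 40% or more relative to plate controls, in a single-dose primary screen at 18.75 µM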
# TRPM1 prom inh = inhibitors of MITF-dependent TRPM1 promoter reporter, primary screen, cell-based, SK-MEL-5, single point, luciferase; SK-MEL-5 TRPM1 promoter luciferase, 24 h; inhibition, % at 12.5 µM; 330,000 tested, 0.83% active; AID 488899, 2010;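 active means mean inhibition across replicates of 60% or more, whatever share of single replicates reaches that level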; further: values of inactives mirror those of a sister screen read the other way
# Shn3 inh set2 = reduction of Shn3 3'UTR firefly luciferase signal, primary screen, Schnurri-3 inhibitor project, cell-based, Clone20 osteoblasts, set 2 | AID 588674, 2011 | 360,000 tested, 0.52% active | inhibition, % at 12.5 µM | Clone20 osteoblast Shn3 3'UTR firefly luciferase, 24 h;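 active means mean inhibition of at least 75% with every replicate also reaching 75%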;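 further: 0% = median of neutral control wells and 100% = pilot-screen positive control compound; some compounds past the cut are filed as inactive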
# Active calls of the source: *; / = no result given.
# The line under a structure holds: iPSC survival up	CaV13 ICDI inh	Cardio protect	HTR2A ag	Peg3 promoter	PDI inh	NR2E3 ag-1	NR2E3 ag-2	HIF-2a inh	TRPM1 prom inh	Shn3 inh set2
- CCOc1ccc2nc(SCc3ccc(CC(=O)O)cc3)c(C#N)cc2c1
 : 0.6	-4.9	-1.8	1.2	13.1	-3.4	43.3	4.4	82.9*	1.4	-1.2
- CC(=O)OCC1OC(OC2C[C@]3(C)C(CC(O)C4C([C@](C)(CCC=C(C)C)OC5OC(CO)C(O)C(O)C5O)CC[C@]43C)[C@@]3(C)CCC(O)C(C)(C)C23)C(O[C@@H]2OC(C)C(O)C(O)C2O)C(O)C1O (some centres undefined)
 : 0.5	/	-2.1	4.8	-8.7	5.4	-5.9	/	19.1	-6.0	-7.7
- COc1ccc(CCNC(=O)c2c(O)c3cccc4c3n(c2=O)CC4)cc1OC
 : 0.4	/	5.1	5.5	6.8	-3.7	-33.4	3.2	9.4	6.3	-12.6
- N#CCc1ccc(-c2cccc3nccn23)cc1
 : 0.7	-4.4	12.6	0.4	3.5	-13.4	-21.8	/	10.4	/	5.7
- COc1cc(OC)nc(NC(=O)CS(=O)(=O)c2ccccc2)n1
 : 1.3	/	-2.4	15.7*	10.0	-1.3	6.4	-1.1	23.4	5.0	4.7
- CCc1[nH]nc2c1C1(CCN(C(=O)c3ccccc3)CC1)C(C#N)=C(N)O2
 : -2.8	-9.2	-1.4	-4.2	-5.5	5.6	-2.1	-0.1	13.9	-6.5	3.7
- CN(C)CCN1CCN(C(c2cc3ccccc3o2)c2nnnn2C(C)(C)C)CC1 (centres undefined)
 : -0.8	-5.5	/	-0.9	/	/	-24.6	/	2.9	/	/
- CCCCn1c(=O)[nH]c(=O)c2c1nc(-c1ccccc1OC(F)F)n2C
 : 0.3	-2.6	-1.7	3.1	12.5	10.0	-15.0	1.4	14.6	-1.0	9.6
- COCCC(=O)N1CCCC(C(=O)c2ccc3c4c(cccc24)CC3)C1 (centres undefined)
 : 0.4	-3.9	10.3	0.2	1.8	9.0	-9.5	0.1	18.1	-2.6	3.9
- O=C(c1cc([N+](=O)[O-])ccc1N1CCOCC1)N1CCCC1
 : 0.9	-5.4	5.7	-0.9	4.1	17.3	-6.8	3.5	9.8	11.3	21.0
- CC1=C(C)C(O)N(Cc2ccccc2)C1=O (centres undefined)
 : 1.3	-18.5	2.7	-1.9	6.8	-3.6	1.9	1.4	18.8	5.4	-0.5
- Cc1cccc(NC2=NCC(=O)N2Cc2ccccc2)c1
 : -3.3	-4.3	-2.8	-2.3	5.5	2.7	0.7	3.1	-25.1	-3.2	-1.3
- CC1(Cc2ccc3ccccc3n2)C(=O)Nc2ccc(OC(F)(F)F)cc21 (centres undefined)
 : 1.0	-19.1	4.6	2.0	7.8	3.4	28.2	/	19.7	/	-9.1
- CCOc1ccccc1NS(=O)(=O)c1ccc(-c2cnc(C3CC3)o2)cc1
 : -0.3	-2.0	-7.9	7.7	3.4	-3.7	59.6	1.7	37.8	56.4	38.8
- O=C(NCCN1CCOCC1)c1ccccc1OCc1ccccc1
 : 1.1	-18.0	3.8	-7.3	0.5	-3.0	-9.1	/	3.5	-9.2	15.9
- Cc1ccc(SCCSc2nc(N)cc(=O)[nH]2)cc1
 : -0.5	-20.5	-5.4	-3.1	27.6	0.8	-15.1	-0.6	-19.3	-0.8	17.9
- Cc1nn(CC(=O)c2ccccc2Cl)c(C)c1[N+](=O)[O-]
 : -0.6	3.5	-10.3	-3.6	-216.0	2.6	-72.5	-2.6	-193.1	-78.0	-10.0
- O=[N+]([O-])c1cccc(-c2ccc3nnc(SCc4cccnc4)n3n2)c1
 : 0.9	-2.2	13.0	-1.1	-47.1	0.7	-20.6	/	-26.5	-8.0	0.8
- Cc1ccc(C(=O)OCC(=O)NCc2cccs2)cc1
 : 4.8	2.5	2.9	0.4	5.9	-0.6	5.4	5.0	2.0	12.5	39.6
- CSc1ccccc1C(=O)N1CCC2(CC1)CC(=O)c1ccccc1O2
 : 0.3	-5.8	-3.3	-2.3	18.5	4.9	3.0	1.0	12.1	-5.6	13.4
- COc1ccc(CN2C3CCCC2CC(NC(=O)Nc2ccccc2C)C3)cc1 (centres undefined)
 : -1.1	-5.4	-3.0	-1.3	-8.9	-2.6	-17.9	-2.6	18.0	-13.5	2.2
- CN(C)S(=O)(=O)c1ccc(SCC(=O)Nc2cccc(S(=O)(=O)N3CCCC3)c2)nc1
 : 0.1	-4.8	-14.1	-6.6	10.6	-6.8	7.6	/	3.5	16.7	4.5
- COc1cc(Br)cc(C=Nc2cccc(C(F)(F)F)c2)c1O
 : -1.0	-3.7	53.4*	-0.8	29.6	6.6	12.9	2.8	9.8	-4.4	-4.4
- O=C(O)c1cc(N2CCCCC2)nc2ccccc12
 : -1.3	-11.1	1.3	-3.0	4.0	-3.8	34.4	/	13.8	/	-0.8
- COC(=O)CNC(=O)CN1C(=O)N(c2cccc(Cl)c2)C(N(O)C(=O)Nc2cccc(Cl)c2)C1(C)C (centres undefined)
 : 0.0	/	-13.3	-1.7	8.8	3.0	-11.0	0.1	19.6	4.8	6.9
- CCN(CC)c1ccc(/C=N/NC(=O)CNC(=O)c2ccccn2)cc1
 : 1.5	-6.3	0.4	4.5	-31.0	-5.8	0.7	-1.1	-35.1	4.7	-7.1
- Cc1nc2ccc(-c3nc4ccccc4[nH]3)cc2[nH]1
 : -3.2	-2.8	-22.1	1.9	-219.8	2.6	-83.3	5.7	-172.5	-48.4	-45.8
- NC(=O)C1CN(C(=O)c2nn(Cc3ccccc3)c(=O)c3ccccc23)c2ccccc2O1 (centres undefined)
 : -0.3	-2.1	3.4	-3.1	17.2	6.6	-23.1	/	8.1	9.2	-18.4
- CC(C)Nc1nnc(SC(C)C(=O)NCc2ccc3c(c2)OCO3)s1 (centres undefined)
 : -0.6	-3.1	10.6	0.4	8.8	-12.4	21.9	0.0	12.7	0.5	10.5
- O=C1c2cc(Cl)ccc2OC2(CCNCC2)C12CC(c1ccc(Cl)cc1)=NO2 (centres undefined)
 : -1.8	/	-1.4	8.9	3.2	2.8	-7.5	-2.6	1.1	-10.6	-9.9
- CCN(CC)S(=O)(=O)c1ccc(N/N=C(\C)c2ccc(OC)cc2O)nc1
 : -0.1	-7.5	40.3	-7.3	37.5	3.7	-16.2	1.0	6.3	54.6	91.2*
- COc1ccccc1NC(=O)c1ccc(NC(=O)C2CC2C)cc1 (centres undefined)
 : 0.3	-4.8	13.7	-1.1	-18.0	-0.2	-7.5	/	-22.9	-6.0	-4.5
- CC(C)(C)OC(=O)CN1C(=O)C(Sc2n[nH]c(-c3ccccc3)n2)CCc2ccccc21 (centres undefined)
 : 2.7	-8.1	-3.5	0.8	21.9	4.2	-2.3	1.0	0.5	13.0	21.8
- COCCn1nnnc1C(c1ccccc1Cl)N1CCN(c2ccccc2OC)CC1 (centres undefined)
 : 1.5	-1.9	0.7	-6.2	-8.6	10.9	8.2	/	-4.5	-11.5	9.1
- CSc1cccc(CN2CCN(Cc3ccccc3)C(CCO)C2)c1 (centres undefined)
 : -0.6	8.8	0.3	-3.1	-2.9	10.3	-34.1	7.1	15.8	3.1	1.4
- COc1ccc(-c2nc(N=Nc3ccc(O)cc3)n[nH]2)cc1
 : 1.7	-1.9	12.1	1.3	-67.6	-5.3	-17.1	-4.3	-110.8	-25.1	-5.7
- CC1=C(C(=O)Nc2ccccn2)C(c2ccc(F)cc2)n2ncnc2N1 (centres undefined)
 : -1.3	-7.8	7.0	6.5	17.2	-5.4	-20.2	3.2	-3.2	5.6	6.4
- CC(C)(C)C(=O)C1=C(O)C(=O)N(Cc2ccccc2)C1c1ccccc1F (centres undefined)
 : -0.6	-2.8	-1.1	0.7	8.8	-5.4	-1.5	13.9	21.6	4.0	4.2
- O=C1NC(Cc2ccccc2)c2nc3cc(F)ccc3c(=O)n2-c2cc3ccccc3cc21 (centres undefined)
 : -0.7	-7.9	10.3	2.3	21.5	7.9	-2.2	/	24.4	/	-5.1
- NC(=O)c1nsc(C(=O)N(Cc2ccco2)C(C(=O)NCc2ccc(F)cc2)c2ccc(O)cc2)c1N (centres undefined)
 : -0.7	-7.2	53.7*	0.8	48.1	-10.6	-5.6	-0.6	14.2	7.4	22.4
- O=C(CSc1nnc(-c2ccccn2)n1Cc1ccccc1)N1CCCC1
 : 2.2	0.3	12.4	1.4	-1.7	2.1	1.8	2.7	-1.6	7.0	5.5
- CN(CC(=O)Nc1ccc(Cl)c(Cl)c1)C(=O)C12CC3CC(CC(C3)C1)C2
 : -2.0	-4.3	-13.8	-0.2	15.2	7.8	-16.6	0.9	17.0	6.7	29.8
- CC1(C)C(C(=O)OCC(Cl)(Cl)Cl)N2C(=O)C(NC(=O)Cc3ccccc3)C2S1=O (centres undefined)
 : 0.0	-20.6	2.8	10.1	2.9	16.0	-29.3	-1.2	12.0	10.8	-4.6
- COCCCNC(=O)C1=CCN(S(=O)(=O)c2ccc(C)cc2)CC1
 : 0.0	-5.5	-0.8	-7.3	15.1	-2.4	11.9	-0.9	-2.1	-6.8	5.9
- COC(C(=O)Nc1ccc(S(=O)(=O)N2CCCCC2)cc1)c1ccccc1 (centres undefined)
 : -0.9	-7.7	4.8	0.8	20.4	-4.9	18.7	0.9	17.8	3.4	0.1

# Entries of single compounds from above. Values in the order: iPSC survival up, CaV13 ICDI inh, Cardio protect, HTR2A ag, Peg3 promoter, PDI inh, NR2E3 ag-1, NR2E3 ag-2, HIF-2a inh, TRPM1 prom inh, Shn3 inh set2
# Results for O=C(CSc1nnc(-c2ccccn2)n1Cc1ccccc1)N1CCCC1 → 2.2, 0.3, 12.4, 1.4, -1.7, 2.1, 1.8, 2.7, -1.6, 7.0, 5.5
# Results for COC(C(=O)Nc1ccc(S(=O)(=O)N2CCCCC2)cc1)c1ccccc1 (centres undefined) → -0.9, -7.7, 4.8, 0.8, 20.4, -4.9, 18.7, 0.9, 17.8, 3.4, 0.1
